# Source: PubChem BioAssay
# S1P4 antagonist – human S1P4 receptor antagonism; S1P4-expressing cells, antagonist mode, reporter read-out; inhibition, % at 4.98 µM; 220,000 tested, 0.26% active; in the data active = inhibition above about 29%;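 also: 0% = wells stimulated with agonist and 100% = vehicle wells without agonist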
# p47phox inh – blocks human p47phox regulatory protein of NADPH oxidases; P14598; p47phox/p22phox peptide binding, fluorescence polarization, 2 h; inhibition, % at 24.7 µM; 220,000 tested, 0.53% active;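 active = inhibition above about 30%, limit read from the data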;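 also: 0% = p47phox with labelled peptide and 100% = labelled peptide alone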
# NPY1 pot ag – human NPY-Y1 potentiation or agonism, primary screen | AID 1304 | P25929 | 220,000 tested, 0.37% active | activation, % at 3.6 µM | NPY-Y1 expressing cells, potentiator/agonist activation; in the data active = activation above about 33%, passing the limit was not always enough;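 also: cells stimulated with NPY at EC10 then isoproterenol at EC100; 0% = low agonist plus stimulus and 100% = saturating agonist plus stimulus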
# Target sequence (P25929 whole entry, looked up): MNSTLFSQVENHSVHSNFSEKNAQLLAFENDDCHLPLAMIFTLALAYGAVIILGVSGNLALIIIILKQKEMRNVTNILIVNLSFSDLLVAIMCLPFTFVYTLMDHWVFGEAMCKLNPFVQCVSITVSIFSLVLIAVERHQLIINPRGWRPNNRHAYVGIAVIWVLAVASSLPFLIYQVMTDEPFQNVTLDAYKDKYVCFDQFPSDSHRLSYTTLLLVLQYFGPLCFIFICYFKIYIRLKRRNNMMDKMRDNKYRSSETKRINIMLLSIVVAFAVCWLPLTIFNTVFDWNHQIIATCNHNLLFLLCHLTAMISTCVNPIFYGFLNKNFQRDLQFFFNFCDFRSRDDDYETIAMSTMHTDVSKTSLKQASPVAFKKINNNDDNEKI
# BaF3 tox – counter-screen for JAK2V617F inhibitors: parental Ba/F3 viability inhibitors | CellTiter-Glo ATP luminescence | inhibition, % at 5.6 µM | 220,000 tested, 1.1% active | AID 1486;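 active = inhibition above a per-campaign cutoff, the mean inhibition of all tested compounds plus 3 SD, cut at about 27% in these data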;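 also: 0% = DMSO wells and 100% = JAK Inhibitor I control wells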
# NPY Y1 blocker – NPY-Y1 (human) receptor antagonism; P25929; HEK293-CNG Y1 cells, membrane potential fluorescence; NPY at EC95, then isoproterenol; inhibition, % at 3.6 µM; 200,000 tested, 1% active;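 active = inhibition above the campaign mean inhibition of all tested compounds plus 3 SD, cut at about 20% in these data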;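 also: 0% = DMSO wells given NPY plus isoproterenol and 100% = isoproterenol alone without NPY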
#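 Material: Y1- and CNG-channel-expressing HEK293 cells / Probe or stimulus: NPY 25 nM then isoproterenol 1 µM plus Ro 20-1724 25 µM / Doses: 3.6 µM single dose, DMSO 0.4% / Schedule: compound incubation 1 h at room temperature, readout 45 min post-stimulation / Signal: membrane potential fluorescence / Benchmarks: isoproterenol-only wells as full block versus NPY-plus-isoproterenol wells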
# NPY-Y2 PAM-ag – potentiators or agonists of human neuropeptide Y receptor Y2; P49146; cells expressing NPY-Y2, potentiator/agonist read-out; activation, % at 3.6 µM; 220,000 tested, 0.45% active; in the data active = activation above about 27%;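 also: cells stimulated with NPY near EC25 plus isoproterenol at EC100; 0% = vehicle plus submaximal agonist and 100% = vehicle plus saturating agonist; some results beyond the cut were filed as inactive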
# Target sequence (P49146 whole entry, looked up): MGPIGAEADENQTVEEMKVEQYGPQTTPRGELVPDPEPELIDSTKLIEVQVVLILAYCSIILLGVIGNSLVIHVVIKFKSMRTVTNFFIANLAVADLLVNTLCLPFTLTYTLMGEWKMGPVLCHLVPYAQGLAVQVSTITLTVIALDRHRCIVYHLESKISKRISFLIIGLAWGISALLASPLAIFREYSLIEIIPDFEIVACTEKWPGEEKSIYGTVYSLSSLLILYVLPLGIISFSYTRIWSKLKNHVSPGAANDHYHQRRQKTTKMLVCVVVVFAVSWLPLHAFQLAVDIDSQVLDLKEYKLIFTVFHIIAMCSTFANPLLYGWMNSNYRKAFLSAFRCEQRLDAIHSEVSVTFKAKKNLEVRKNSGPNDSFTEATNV
# Ba/F3 V617F tox – reduce viability of Ba/F3 cells dependent on JAK2V617F; Ba/F3 EpoR-JAK2V617F viability, ATP luminescence; inhibition, % at 5.6 µM; 220,000 tested, 1.1% active; AID 1446;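 active = inhibition above the campaign mean plus 3 SD over all tested compounds, cut at about 24% in these data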;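 also: cytokine-independent growth of Ba/F3 cells driven by EpoR plus mutant JAK2; 0% = DMSO-treated cells and 100% = JAK inhibitor I control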
# CHOP inh – blocks CHOP induction under ER stress. CHO-K1 CHOP-promoter luciferase, tunicamycin-induced, 15-18 h. AID 2732. inhibition, % at 10 µM. 220,000 tested, 3.8% active;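 active = compounds that reduced the stress-induced luciferase reporter signal by more than about 70% of percent inhibition, limit read from the data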;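 also: 0% = tunicamycin plus vehicle and 100% = wells without tunicamycin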
# S1P4 agonist – activates the human S1P4 receptor. O95977. S1P4-expressing cell line, agonist reporter assay. activation, % at 4.98 µM. 220,000 tested, 0.35% active. AID 1509; in the data active = activation above about 11%;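 also: 0% = DMSO vehicle and 100% = reference agonist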
# * hit, by the source's call; / = no result given.
SMILES,S1P4 antagonist,p47phox inh,NPY1 pot ag,BaF3 tox,NPY Y1 blocker,NPY-Y2 PAM-ag,Ba/F3 V617F tox,CHOP inh,S1P4 agonist
CC(=O)c1cccc(CN2CCCC(CCC(=O)NCc3ccc(C)o3)C2)c1 (stereo not given),-11.8,-9.2,4.8,1.5,8.5,6.8,-2.7,9.6,-1.3
CCCn1c2c(c(O)c(C(=O)Nc3ccc(OCC)cc3)c1=O)CCCC2,2.9,-3.0,-7.7,2.1,-4.9,11.1,-0.5,-15.8,0.9
N#Cc1c(C#N)c(O)c2ccccc2c1O,-0.2,-11.6,6.4,-1.2,/,12.2,-2.8,17.7,0.8
O=C(Cc1ccccc1)NC(=S)Nc1ccc2oc(-c3ccccc3F)nc2c1,-20.0,-4.0,-20.9,6.6,6.6,-21.5,3.8,-31.6,0.7
COc1cccc(Nc2nc(CC(C)=O)ns2)c1,-7.4,-7.8,-2.8,7.2,0.4,-11.2,1.3,4.6,-1.1
CCOc1ccc2nnnn2n1,-7.4,2.5,-13.2,4.0,5.8,-14.2,-0.2,-21.2,-0.6
CC(=O)Nc1ccc(S(=O)(=O)Nc2ccc3c(c2)C(=O)OC3)cc1,-14.1,-0.8,0.0,10.5,-1.7,3.5,0.2,6.2,0.3
COc1nccnc1NS(=O)(=O)c1ccc(NC(=S)NC(=O)/C=C/c2ccccc2)cc1,-13.8,-2.8,-3.7,0.4,0.5,-2.3,-2.8,-29.9,-0.2
COc1cccc(CNC(=O)Cc2nc3nc(C)cc(C)n3n2)c1,-9.8,-11.3,-19.8,2.8,1.8,-3.7,0.4,2.0,0.9
Cc1ccc(OCCCCn2ccnc2C)c(C)c1,-18.2,1.5,-16.3,3.1,0.6,3.0,-1.5,16.1,-0.5
CC1Cc2cc(/C(O)=C3\C(=O)C(=O)N(CCN4CCOCC4)C3c3ccccc3F)ccc2O1 (stereo not given),-1.6,5.8,-1.2,0.6,2.4,-12.5,-2.5,-19.3,-0.1
Cc1ccccc1C(=O)NC(C)C(c1cccs1)N1CCOCC1 (stereo not given),-5.5,5.7,5.5,1.0,-1.0,0.9,-2.9,8.1,-0.8
CSCCNC(=O)c1cccc(Cl)c1,-6.1,-3.4,-12.2,-3.9,-8.9,11.6,-1.8,23.8,-2.2
Cn1nc(-c2ccccc2)c(CSc2cccc(Cl)c2)c1Cl,8.1,-0.3,10.5,2.5,9.6,-1.8,-1.1,2.8,1.4
Cn1c(Cn2nnc3ccccc32)nnc1SCC(N)=O,-9.1,-9.0,6.0,2.6,-0.2,-6.2,1.9,-6.7,0.2

# Reprinted from the part before: four compounds, followed by the next part.
SMILES,S1P4 antagonist,p47phox inh,NPY1 pot ag,BaF3 tox,NPY Y1 blocker,NPY-Y2 PAM-ag,Ba/F3 V617F tox,CHOP inh,S1P4 agonist
Cc1ccccc1C(=O)NC(C)C(c1cccs1)N1CCOCC1 (stereo not given),-5.5,5.7,5.5,1.0,-1.0,0.9,-2.9,8.1,-0.8
CSCCNC(=O)c1cccc(Cl)c1,-6.1,-3.4,-12.2,-3.9,-8.9,11.6,-1.8,23.8,-2.2
Cn1nc(-c2ccccc2)c(CSc2cccc(Cl)c2)c1Cl,8.1,-0.3,10.5,2.5,9.6,-1.8,-1.1,2.8,1.4
Cn1c(Cn2nnc3ccccc32)nnc1SCC(N)=O,-9.1,-9.0,6.0,2.6,-0.2,-6.2,1.9,-6.7,0.2
Cc1nc(N)ncc1Sc1ccccc1,-4.0,9.3,5.8,-3.2,/,11.3,-0.4,12.2,-0.4
CC(C)(C)c1cccc(OCCCSc2ncccn2)c1,-15.8,-4.3,11.2,-0.5,6.1,-19.8,-2.5,9.7,0.8
CCN(CC)C(C(=O)Nc1ccc(C(C)C)cc1)c1ccc2c(c1)OCO2 (stereo not given),6.9,-15.9,-6.2,3.8,15.8,-14.0,4.6,51.3,0.0
CCOC(=O)c1sc2nc(CC(=O)OC)nc(N(C)CCc3ccccn3)c2c1C,-18.3,-13.3,23.3,6.3,2.9,5.2,-1.7,2.8,1.7
Cc1ccc(S(=O)(=O)N2CCC(C)CC2)cc1[N+](=O)[O-],-24.9,-1.9,7.5,6.9,2.1,0.2,0.5,-4.0,0.2
CC(=O)c1ccc(N2CCN(S(=O)(=O)c3c(C)[nH]c(=O)[nH]c3=O)CC2)cc1,-2.3,2.1,14.4,-0.7,-3.1,-0.8,2.0,-4.8,2.3
COC(=O)Nc1ccccc1C(=O)N1CCN(c2ccc(C)cc2)CC1,-13.4,-11.8,-2.7,9.1,-4.5,-2.2,-0.5,-9.3,-0.1
O=C(CSc1nccc(=O)[nH]1)N1c2ccccc2CCc2ccccc21,-0.6,0.1,6.0,4.9,-0.7,21.0,-1.6,-10.4,0.8
Cc1ccc(CNC(=O)C2CC(c3ccc([N+](=O)[O-])cc3)=NO2)cc1 (stereo not given),-7.3,-3.8,-7.3,3.1,6.2,-11.7,-0.4,13.9,25.4*
O=C1/C(=C/c2c[nH]c3ccccc23)CCC/C1=C\c1c[nH]c2ccccc12,-13.0,-84.7,12.4,2.6,-6.1,8.9,-4.0,50.0,0.7
CC(=O)c1cc2c(cc1NS(=O)(=O)c1ccc(C)cc1)OCCO2,-38.0,1.3,6.8,-0.2,4.6,-0.4,-1.8,/,2.3
Cc1ccc(-n2c(SCC(=O)Nc3ccc(C(=O)O)cc3)nnc2-c2ccncc2)cc1,7.7,-1.4,11.2,1.8,/,-27.0,-3.5,15.9,-0.5
Cc1c(Cl)cccc1NC(CC(=O)c1ccccc1)C(=O)OCC(=O)c1cccs1 (stereo not given),1.8,-31.8,11.7,5.7,4.7,1.3,-0.7,-17.2,1.4
N=c1n(CCc2ccccc2)c2ccccc2n1Cc1ccccc1F,-7.6,-20.7,3.4,6.4,24.2*,2.8,-0.2,34.6,1.1
COc1ccc(NC(=O)C(CCS(C)(=O)=O)NC(C)=O)cc1 (stereo not given),9.1,4.4,-10.9,6.4,6.0,-9.7,-0.8,-15.9,0.7
O=C(O)CC1S/C(=N/N=C/c2ccc([N+](=O)[O-])cc2)N(c2ccc(O)cc2)C1=O (stereo not given),7.4,-8.3,5.5,79.8*,5.2,-7.4,0.0,-9.0,2.1
CCOc1ccc(/C=C2\N=C(c3cccs3)OC2=O)cc1OC,-12.2,-50.8,-6.3,1.7,-0.5,5.4,-3.9,-23.6,1.8
CCCCN(CCCC)c1nc(OC)nc(-n2nnc(C(C)=O)c2C)n1,-19.2,-6.6,-30.0,4.9,5.9,-12.7,1.7,58.7,-0.1
Cc1cc2nccc(-c3cccnc3)n2n1,-15.5,-6.3,-3.7,4.9,-0.8,-10.4,1.4,13.2,0.6
Cc1ccc(NC(=O)COc2ccccc2)c(NC(=O)c2ccccc2C)c1,-10.4,/,4.5,4.8,3.8,-5.7,-1.6,/,-0.6
CCCOc1ccc(N2CC(C(=O)NCCc3ccc(OC)c(OC)c3)CC2=O)cc1 (stereo not given),-15.5,/,10.9,4.3,0.3,19.2,0.4,20.3,3.2
CCOC(=O)N1CCC(NC(=S)Nc2ccc3nc(N4CCN(CC)CC4)cc(C)c3c2)CC1,-13.8,-7.3,6.9,2.9,-5.0,1.7,1.8,39.7,1.8
CCC(=O)c1ccc(OC(C)C(=O)NC2(C#N)CCCCC2)cc1 (stereo not given),4.3,-12.4,18.9,0.4,5.6,15.3,-1.0,3.2,1.0
COc1ccc(N(CC(=O)Nc2ccc3c(c2)OCO3)S(=O)(=O)c2ccccc2)cc1,-4.9,0.4,-2.3,2.9,4.0,-10.2,-0.8,66.7,-1.2
CCN(CCNC(=O)c1cc(C)nn1-c1ccccc1)c1ccccc1,-6.0,-13.2,8.5,3.1,-0.3,-0.4,5.1,26.4,1.9
CC(=O)NN1C(=O)c2ccccc2NC1c1ccco1 (stereo not given),-3.1,3.6,8.3,4.8,0.5,1.6,-1.0,-2.3,-1.5
Cc1cc(S(=O)(=O)N2CCN(c3ccc(F)cc3)CC2)c(C)s1,-11.5,-2.6,-6.5,5.2,-0.2,1.9,-2.2,43.5,-1.4
Clc1ccc(-c2nn3c(-c4ccccc4)nnc3s2)cc1,-18.4,-8.7,-33.5,-1.0,9.5,-12.7,-5.0,60.4,0.7
O=C1NC2=C(C(=O)OC2)C(c2ccc(OC(F)(F)F)cc2)N1 (stereo not given),-7.4,-5.6,0.7,-7.8,/,-3.7,3.9,14.0,1.5
COC(=O)CSc1nc2cc3c(cc2cc1C)OCO3,-12.4,-11.8,-1.1,-0.4,2.1,2.5,-4.5,19.3,-0.1
COc1ccc(-n2nc3c(c2NC(=O)c2c(-c4ccccc4Cl)noc2C)CS(=O)(=O)C3)cc1,-1.5,-2.1,6.1,8.6,37.7*,1.6,-4.1,3.4,-0.2
Nc1cc2c(cc1C(=O)c1ccccc1)OCCO2,-1.8,-13.3,-15.6,4.8,-1.7,9.1,3.0,36.8,0.8
COCCCn1c(-c2ccccc2)nc2ccccc2c1=O,-31.8,-6.6,-0.4,5.8,-3.0,20.8,-2.3,15.9,2.0
COc1ccc(C(=O)NC=C2C(=O)OC(C)(C)OC2=O)cc1,9.5,-15.6,-3.0,1.8,-5.3,0.3,-5.7,25.0,-0.7
CCCOc1ccc2ccccc2c1/C=N/n1cnnc1,9.6,3.3,-2.7,2.9,14.7,2.2,0.5,-45.0,0.4
CC(C)(C)c1ccc(S(=O)(=O)NCC(=O)Nc2sc3c(c2C(N)=O)CCCC3)cc1,1.8,-7.1,-23.9,2.2,13.6,-7.9,-0.1,107.4*,-3.3
Cc1ccc(CNC(=O)CNC(=O)c2c(C)nn(C)c2Cl)cc1,-2.4,-13.7,-3.1,5.2,1.2,-3.9,1.6,-19.8,-0.2
Cc1csc(N)n1,-4.8,0.1,-10.5,1.0,1.9,11.7,-2.5,1.7,-1.0
COc1ccc(-c2c3c(=O)n(C)c(=O)n(C)c3cn2-c2ccccc2O)cc1,-8.6,-4.9,26.9,2.0,/,11.5,-0.3,22.6,0.8
Cc1ccccc1/C=N/N1CCN(c2ccccc2)CC1,3.0,-8.0,-11.3,2.3,-1.7,-3.9,-1.9,4.2,1.2
COc1ccc(C2=NNC(c3cccnc3)=Nc3ccc(OC)cc32)cc1,10.7,-5.6,5.0,8.7,0.2,-7.5,-0.9,13.5,0.9
O=c1cc(CSc2nnc3ccccn23)c2c(ccc3ccccc32)o1,-20.2,-10.5,13.3,3.5,-0.5,9.1,3.2,16.6,-0.4
O=C(c1cc2ccccc2oc1=O)N(c1ccc(Cl)cc1)C1C=CS(=O)(=O)C1 (stereo not given),-16.5,-8.0,-7.2,2.0,0.8,-2.0,1.2,19.4,1.0
CC(=O)c1cccc(CN2CCCC(CCC(=O)NCc3ccc(F)c(F)c3)C2)c1 (stereo not given),-9.4,-16.3,11.5,6.3,-0.9,3.1,-0.1,3.9,0.4
COc1ccc2c(c1OC)CN(C)CCc1cc3c(cc1C(O)C2)OCO3 (stereo not given),-2.4,-6.2,8.2,8.2,-5.0,10.5,-1.2,24.3,0.5
Cc1cccc(NC(=O)C2CCCN(S(=O)(=O)c3cccc4cccnc34)C2)c1 (stereo not given),-11.7,1.1,4.0,4.5,-0.2,2.3,-2.5,47.2,0.4
